GRP78 ERSR act: qHTS for Inducers of the Endoplasmic Reticulum Stress Response (ERSR) in Human Glioma: qHTS; Potency, µM, without a hit: top-dose activation, actives largely listed as activators; U87-MG GRP78 promoter luciferase reporter, 16 h; hit rate 0.02% among 420,000; further: potency means the concentration at half of the fitted maximal effect; series mostly up to about 76 µM; % of control where 0% means no effect; nearly all actives have a fitted effect of over 35% in size
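ERSR induction read as luciferase luminescence (Bright-Glo, 10 min at room temperature) in stably transfected human U87-MG glioma cells exposed to compounds for 16 h, using GRP78 as sensor.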
D1 agonist: Allosteric Agonists of the Human D1 Dopamine Receptor: qHTS | HEK293 T-REx D1 cells, calcium flux, agonist mode | activation, % at 2 µM | hit rate 1% among 360,000 | AID 504660, 2011; in the data active means activation above about 30%; further: 0% is about no effect
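Tetracycline-induced HEK293 TREx D1 cells, force-coupled to calcium signalling, were dye-loaded with a no-wash calcium kit. Compound was pin-added after a 10 s baseline. Fluorescence was read kinetically at 1 cycle/s for 180 s, with calcium rises flagged as agonism.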
RXFP1 antag: qHTS Assay for Antagonists of the Relaxin Receptor RXFP1; hit rate 0.59% among 350,000; activity change, negative = inhibition, % at 57.5 µM; Relaxin receptor 1 (Homo sapiens), Q9HBX9; HEK293-RXFP1, relaxin-stimulated cAMP HTRF, 30 min; stronger effect = lower value;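 active means activity change of -60% or lower, but not beyond a set lower limit; inconclusive means change between -60% and -40%, or beyond the set limit; inactive means change above -40%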; further: on the % scale 0 is the no-effect control and ±100 the full control effect
Target sequence (Q9HBX9 whole entry, looked up): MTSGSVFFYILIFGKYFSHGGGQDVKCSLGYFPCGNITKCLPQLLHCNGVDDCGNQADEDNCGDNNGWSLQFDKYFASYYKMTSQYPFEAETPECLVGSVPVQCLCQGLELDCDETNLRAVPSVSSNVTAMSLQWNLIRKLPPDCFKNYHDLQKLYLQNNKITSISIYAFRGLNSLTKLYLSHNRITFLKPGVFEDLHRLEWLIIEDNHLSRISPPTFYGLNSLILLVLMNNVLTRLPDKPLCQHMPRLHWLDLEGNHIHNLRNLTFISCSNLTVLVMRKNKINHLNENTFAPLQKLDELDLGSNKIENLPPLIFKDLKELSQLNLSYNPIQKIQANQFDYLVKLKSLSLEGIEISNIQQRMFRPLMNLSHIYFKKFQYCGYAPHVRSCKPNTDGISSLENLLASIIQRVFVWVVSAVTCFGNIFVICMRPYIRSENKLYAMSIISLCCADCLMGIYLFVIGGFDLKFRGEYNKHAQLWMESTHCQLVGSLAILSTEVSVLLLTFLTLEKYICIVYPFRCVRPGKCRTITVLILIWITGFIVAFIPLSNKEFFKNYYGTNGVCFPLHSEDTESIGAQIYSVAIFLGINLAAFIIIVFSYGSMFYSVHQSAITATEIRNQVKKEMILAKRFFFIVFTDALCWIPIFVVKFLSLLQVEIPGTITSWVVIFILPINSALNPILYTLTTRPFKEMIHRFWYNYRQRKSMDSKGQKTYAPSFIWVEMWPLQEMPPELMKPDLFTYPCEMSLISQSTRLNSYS
D1 antagonist: Antagonist of Human D 1 Dopamine Receptor: qHTS. D(1A) dopamine receptor (Homo sapiens), P21728. HEK293 TREx D1 cells, calcium flux, dopamine EC80; stronger effect = lower value. activity change, negative = inhibition, % at 10 µM. hit rate 3.2% among 360,000. AID 504652, 2011; in the data active means activity change below about -30%; further: on the % scale 0 is the no-effect control and ±100 the full control effect
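Cells carrying a force-coupled, tetracycline-inducible human D1 receptor report calcium flux. Each well gets a 10 s baseline, compound with 180 s monitoring, then an EC80 dopamine stimulus with a second 180 s kinetic read.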
D1 potentiator: Potentiators of Human D1 Dopamine Receptor: qHTS; D(1A) dopamine receptor (Homo sapiens), P21728; HEK293 TREx D1 cells, calcium flux, dopamine EC20 potentiation; potentiation, % at 10 µM; hit rate 0.036% among 360,000; in the data active means potentiation above about 30%; further: 0% is about no effect
D2 potentiator: HTS Assay for Positive Allosteric Modulators of the Human D2 Dopamine Receptor: Primary Screen for Potentiators; D(2) dopamine receptor (Homo sapiens), P14416; HEK293 T-REx D2, calcium flux, EC20 dopamine potentiation; potentiation, % at 10 µM; hit rate 0.34% among 340,000;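 active means potentiation over 3 SD above the plate norm, cut at about 30% in these data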; further: 0% is about no effect
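Calcium flux readout, no-wash dye, 1 read/s. Inducible HEK293 Trex D2 line, overnight 30 C. Compound alone 180 s (agonist flags), then EC20 dopamine, another 180 s to score potentiation.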
Vif-APOBEC3G blk: qHTS for Inhibitors of Vif-A3G Interactions: qHTS. DNA dC->dU-editing enzyme APOBEC-3G (Homo sapiens), Q9HC16. Potency, µM (highest dose often 46.1 µM), inactives show top-dose activity, negative = active, most hits filed as inhibitors. hit rate 0.076% among 410,000. HeLa A3G-eYFP + Vif (tagged APOBEC3G with the HIV-1 protein that degrades it), YFP fluorescence, overnight;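 further: potency means the concentration at half of the fitted maximal effect; on the % scale 0 is the no-effect control and ±100 the full control effect; nearly all actives have a fitted effect of over 60% in size; hits raise eYFP signal because A3G escapes Vif-driven loss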
Target sequence (Q9HC16 whole entry, looked up): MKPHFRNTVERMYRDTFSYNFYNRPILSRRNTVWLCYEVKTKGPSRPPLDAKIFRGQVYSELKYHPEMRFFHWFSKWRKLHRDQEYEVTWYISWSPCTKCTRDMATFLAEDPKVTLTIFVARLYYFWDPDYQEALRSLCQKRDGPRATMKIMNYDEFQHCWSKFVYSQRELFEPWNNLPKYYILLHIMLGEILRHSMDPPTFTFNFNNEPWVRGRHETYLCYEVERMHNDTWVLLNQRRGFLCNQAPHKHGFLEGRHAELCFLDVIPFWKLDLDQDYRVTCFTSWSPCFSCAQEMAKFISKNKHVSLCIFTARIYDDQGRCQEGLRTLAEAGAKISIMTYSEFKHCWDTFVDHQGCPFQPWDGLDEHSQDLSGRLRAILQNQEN
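Read-out is eYFP fluorescence (Ex 488/Em 500-530) from Vif-expressing HeLa A3G-eYFP cells; more signal means A3G escaped Vif-mediated degradation. Cells plated overnight, compound pinned in, incubated overnight at 37 deg C.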
Vif-A3F inh: qHTS for Inhibitors of Vif-A3F Interactions: qHTS; HeLa A3F-eYFP + Vif (tagged APOBEC3F with the HIV-1 protein that degrades it), YFP fluorescence increase; AID 602313, 2012; Potency, µM (series often up to 46.1 µM), for the others: at the top dose activity, negative = active; hit rate 0.2% among 390,000; further: potency means the concentration at half of the fitted maximal effect; % of control where 0% means no effect; nearly all actives have a fitted effect of over 65% in size
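Fluorescence increase (Ex 488/Em 500-530) after overnight compound treatment at 37 deg C flags inhibition of Vif-driven A3F-eYFP loss in stable HeLa A3F-eYFP/Vif cells seeded overnight beforehand.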
RXFP1 ag: qHTS Assay for Agonists of the Relaxin Receptor RXFP1; Relaxin receptor 1 (Homo sapiens), Q9HBX9; HEK293T-RXFP1 cAMP TR-FRET, 30 min; response scale: percent of porcine relaxin response, buffer zero; Potency, µM (highest dose often 57.5 µM), for inactives: at the top dose activation, actives largely listed as activators; hit rate 0.3% among 370,000; AID 2676, 2010; further: potency means the concentration at half of the fitted maximal effect; on the % scale 0 is the no-effect control and ±100 the full control effect; nearly all actives have a fitted effect of over 60% in size; many of its hits are not listed in these tables
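cAMP rise read by TR-FRET after 30 min, 37C compound exposure (up to 58 uM) in RXFP1-transfected HEK293 cells with Ro 20174 present. EC50 from Hill-equation fits, with 29 nM porcine relaxin as 100% and buffer as basal.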
* hit, by the source's call; ? = inconclusive; . = not tested or not shown; & = joins results of further samples. Unless noted, the call rests on the fitted dose curve; in most records, active means well fitted curve in the direction sought with a large enough effect; inconclusive means small, poorly fitted or top-dose-only effect, or another doubt; inactive means no such curve, though single readings can be large; an effect the other way counts as inactive or inconclusive. Only part of the results is shown; count on the stated rates, not on these rows.

SMILES	GRP78 ERSR act	D1 agonist	RXFP1 antag	D1 antagonist	D1 potentiator	D2 potentiator	Vif-APOBEC3G blk	Vif-A3F inh	RXFP1 ag
O=C(Nc1cccc(C(F)(F)F)c1)/C(=C\c1ccco1)NC(=O)c1cccs1	0%	3	-14	-12	-3	-7	-3%	?	0.4%
COc1ccc(N2CCN(C(=O)Cc3ncc(C(F)(F)F)cc3Cl)CC2)cc1	-3%	7	-10	-13	4	-7	1%	4%	0.1%
Cc1ccc(C(=O)OCC(=O)Nc2ncc(C(F)(F)F)cc2Cl)cc1NC(=O)c1ccco1	-4%	3	12	-21	-5	3	-2%	-5%	1.3%
Cc1cc(C)n(-c2nc3ccccc3nc2Nc2ccc3c(c2)OCO3)n1	-2%	2	.	-12	0	-20	-11%	-12%	0.5%
O=C(OCC#Cc1c(COC(=O)c2ccccc2)nnn1Cc1ccccc1)c1ccccc1	-4%	14	.	-10	-4	-10	-6%	4%	0.0%
CCOC(=O)c1c(C)oc(C)c(C(=O)OCC)c1=O	-4%	1	-1	-10	-1	13	5%	3%	4.2%
CC12CN3CC(C)(CN(C1)C3c1ccc3c(c1)OCO3)C2=O (stereo not drawn)	-4%	3	-2	-9	-6	0	-4%	-4%	-1.2%
CC(O)[C@H]1CNC(=S)N1CCc1cccc(F)c1 (stereo partly drawn)	-2%	4	.	11	3	.	2%	7%	0.0%
CC1(C)C(=O)Nc2ccccc2N1C(=O)COC(=O)c1ccc(Cl)c(S(=O)(=O)NCc2ccccc2)c1	-8%	0	-10	.	1	17	3%	0%	1.0%
Cc1nonc1OCCNCCNc1ccc([N+](=O)[O-])cc1Cl	-1%	14	-4	2	-3	-15	-3%	-19%	-0.5%
OC(CNCc1ccc(-c2ccccc2)cc1)c1ccccc1 (stereo not drawn)	0%	56*	-61*	7	-5	-13	?	-3%	1.8%
CN(C(=O)Cn1c(=O)n(CCC(=O)NCc2ccc3c(c2)OCO3)c(=O)c2sccc21)c1ccccc1	-4%	-2	2	0	3	.	-7%	5%	-0.3%
CC(NC(=O)NC(=O)c1cccc([N+](=O)[O-])c1)C1CC1 (stereo not drawn)	2%	1	-5	-1	-5	-2	-1%	2%	3.5%
O=C(Cn1c(C(F)(F)F)nc2ccccc21)c1ccc(Br)cc1	-9%	6	6	-9	-3	6	5%	-4%	0.1%
Cc1ccc(-n2nnnc2SCC(=O)N2CCCCC2)cc1	4%	0	0	-7	-6	-4	0%	-1%	0.5%
Cc1ccc(-c2ccc(NC(=O)C3C4C=CC(C4)C3C(=O)O)cc2)o1 (stereo not drawn)	12%	-1	5	-9	-1	15	-7%	-7%	-1.5%
O=C(/C=C/c1ccco1)Nc1ccc(CN2CCOCC2)cc1	1%	3	-9	-15	1	-7	-2%	-2%	-1.4%
CCOC(=O)N1CCN(C(=O)CCN2C(=O)c3ccccc3S2(=O)=O)CC1	1%	2	?	5	-5	11	2%	2%	0.4%
CCOc1ccc(/C=C(\C#N)C(=O)Nc2sc3c(c2C(=O)OC)C(C(=O)OC)CC3)cc1OC (stereo not drawn)	-2%	1	.	-6	-1	8	-1%	2%	-0.2%
CN(C(=O)c1ccc(NC(=O)Cc2ccc(NC(=O)C3CCN(C(=O)c4ccccc4)CC3)cc2)cc1)C1CC1	5%	-1	.	.	2	2	-1%	0%	-0.1%
CCn1cc(S(=O)(=O)NCc2ccc(OC)cc2)cn1	-1%	1	5	4	10	-4	2%	-2%	-0.1%
CC(=O)c1cccc(NC(=O)COc2cc(C)on2)c1	1%	0	3	8	-3	-6	0%	-2%	0.8%
N#Cc1nc(-c2ccc(OCc3ccc(Cl)cc3)cc2)oc1NCCCn1ccnc1	-6%	7	4	3	-6	4	1%	.	4.4%
CCN(Cc1ccccc1)C(=O)COC(=O)[C@@H]1CCCN1C(=O)c1cccs1	-2%	.	-7	.	.	.	1%	-3%	.
CCN(CC)c1ccc(S(=O)(=O)N(CC)CC)cc1NC(=O)c1cccnc1	1%	2	-9	10	3	5	-2%	0%	16%
Next part
SMILES	GRP78 ERSR act	D1 agonist	RXFP1 antag	D1 antagonist	D1 potentiator	D2 potentiator	Vif-APOBEC3G blk	Vif-A3F inh	RXFP1 ag
CC(=O)c1ccc(N2CCN(C(=O)CCC(=O)Nc3ccc4nc(N5CCCCC5)cc(C)c4c3)CC2)cc1	2%	-3	-16	6	-1	5	1%	3%	0.5%
CC(=O)Nc1ccc(Nc2nc3ccc(C)cc3n3nnnc23)cc1	-4%	-1	2	1	-1	6	-19%	?	2.2%
O=C(O)c1ccccc1NS(=O)(=O)c1ccc(N/N=C/c2ccc(O)c(O)c2)c([N+](=O)[O-])c1	-7%	.	-23	.	.	.	2%	-8%	.
Oc1cccc(-n2nnnc2SCc2ccccc2F)c1	1%	5	10	-16	0	8	-10%	8%	0.2%
O=S(=O)(c1cccc(S(=O)(=O)N2CCN(c3ncccn3)CC2)c1)N1CCOCC1	-6%	4	-4	-12	-5	4	0%	-2%	0.1%
Cc1ccc(OCC(=O)Nc2sc3c(c2C(N)=O)CCCC3)c(C(C)(C)C)c1	.	-1	-10	-39*	0	.	.	.	26%
CCCN1CCN(CCCNC(=O)Cn2nc(C)n3c(cc4cc(F)ccc43)c2=O)CC1	1%&0%	0&0	1&9	9&-5	-1&-2	16&-4	-1%&-3%	0%&-1%	3.7%&0.4%
CC(=O)O[C@H](COc1c2ccoc2cc2oc(=O)ccc12)C(C)(C)O	4%	-2	.	7	5	-4	0%	2%	1.1%
CC(C)c1cc(CNC(=O)CCc2nnc(CCCCc3ccccc3)o2)on1	10%	11	3	-16	-5	-12	0%	-1%	4.4%
N=c1n(CCN2CCCCC2)c2ccccc2n1CC(O)c1ccc(Cl)c(Cl)c1 (stereo not drawn)	-7%	65*	-21	15	-3	13	?	-2%	0.9%
CC(c1ccco1)N(C(=O)c1ccc(C#N)cc1)c1ccccn1 (stereo not drawn)	2%	-3	-1	13	-3	13	1%	1%	2.5%
CCOC(=O)C1(Cc2ccccc2C(F)(F)F)CCN(C2CCN(C(C)=O)CC2)CC1	-1%	2	-63*	-7	8	-3	-6%	1%	0.8%
Cc1cc(=O)oc2cc(OCC(=O)OCC(=O)Nc3ccc(C(N)=O)cc3)ccc12	-1%	5	1	9	0	-6	-4%	11%	4.9%
CC1CN(C(=O)COC(=O)c2c(Cl)cccc2Cl)CC(C)O1 (stereo not drawn)	0%	3	-30	-18	1	0	0%	3%	0.4%
CCC1CCCCN1CCCNC(=O)c1ccc2c(c1)c(C)c(C)n2C (stereo not drawn)	-5%	-1	17	-2	-5	-6	4%	-10%	-7.3%
O=C(CSCC(=O)N1CCOCC1)Nc1ccccc1	-5%	0	-5	7	1	-10	-1%	-1%	-1.6%
CCc1ccccc1NC(=O)CN(C)S(=O)(=O)c1ccc2c(c1)c(=O)n(C)c(=O)n2C	-5%	0	.	5	3	7	1%	-5%	3.5%
CCOC(=O)c1sc(=S)n(C)c1NC(=O)c1ccc(C(C)(C)C)cc1	-7%	4	-23	-17	-14	1	-2%	-4%	1.7%
CCOC(=O)CCN(Cc1cccs1)S(=O)(=O)c1ccc(F)cc1	-3%	7	-8	-25	1	7	-6%	-1%	0.9%
O=C(NCc1ccco1)c1cc(-c2cccs2)on1	8%	4	-14	-25	-4	21	1%	-6%	0.1%
Cc1cccc(N2CCN(CC(O)COc3ccccc3)CC2)c1 (stereo not drawn)	-1%	.	-4	.	.	.	0%	-17%	.
O=C(CCc1nnc(Cc2c[nH]c3ccccc23)o1)NCC1CC12CCCCC2 (stereo not drawn)	1%	1	5	4	-2	-3	11%	1%	-1.1%
CSc1nnc(-c2ccc([N+](=O)[O-])cc2)o1	0%	0	-26	6	0	8	0%	-5%	5.1%
Cn1nc(C(F)(F)F)c(-c2ccc(Br)cc2)c1NC(=O)c1nccnc1C(=O)O	-4%	2	0	-5	3	0	1%	-16%	-2.9%
CCCOc1ccccc1Cn1c(=O)oc2ccc(C)cc21	-2%	4	-25	-22	-2	-12	-1%	-1%	-0.6%
Next part
SMILES	GRP78 ERSR act	D1 agonist	RXFP1 antag	D1 antagonist	D1 potentiator	D2 potentiator	Vif-APOBEC3G blk	Vif-A3F inh	RXFP1 ag
Cc1ccc(C2C(C#N)=C(N)Oc3n[nH]c(-c4cccnc4)c32)o1 (stereo not drawn)	-1%	1	5	-7	-5	2	5%	6%	-2.6%
O=C(c1ccccc1Cl)N1CCN(Cc2ccc3c(c2)OCO3)CC1	-3%	5	-5	-10	2	10	4%	1%	0.9%
COc1cccc(NC(=O)CN(C)C(=O)C2CC(=O)N(CCc3ccc(OC)c(OC)c3)C2)c1 (stereo not drawn)	-3%	.	-4	.	.	.	-1%	3%	.
CC(=O)c1ccc(NC(=O)CN(C)S(=O)(=O)c2cc3c(cc2Cl)NC(=O)CO3)cc1	-3%	3	1	-21	-4	1	7%	-9%	-0.3%
CCN(CC)CCNC(=S)Nc1ccc2nc(N3CCCC3)cc(C)c2c1	-5%	3	-17	-1	-2	-9	9%	-5%	2.7%
Cc1ccc(C(=O)NCc2ccc(N3CCN(C(=O)OC(C)(C)C)CC3)cc2)cc1	1%	5	2	-5	-3	28	2%	-5%	3.6%
CCOc1ccc(OCc2ccc(C(=O)OCc3ccccn3)o2)cc1	-14%	32*	-1	-23	-10	20	5%	-1%	-0.5%

As a working copy, part of the list above.
SMILES	GRP78 ERSR act	D1 agonist	RXFP1 antag	D1 antagonist	D1 potentiator	D2 potentiator	Vif-APOBEC3G blk	Vif-A3F inh	RXFP1 ag
Cc1ccc(C(=O)NCc2ccc(N3CCN(C(=O)OC(C)(C)C)CC3)cc2)cc1	1%	5	2	-5	-3	28	2%	-5%	3.6%
CCOc1ccc(OCc2ccc(C(=O)OCc3ccccn3)o2)cc1	-14%	32*	-1	-23	-10	20	5%	-1%	-0.5%

Assay outcomes from PubChem BioAssay.
